# Assay outcomes: PubChem BioAssay, National Center for Advancing Translational Sciences (NCATS)
# Tau fibril ThT: qHTS for Inhibitors of Tau Fibril Formation, Thioflavin T Binding | Microtubule-associated protein tau (Homo sapiens), P10636 | recombinant tau K18 P301L, heparin-induced fibrillization, ThT fluorescence | Potency, µM (doses to about 57.4 µM), for inactives: at the highest dose activity, negative = inhibition, actives largely listed as inhibitors | 2.1% of 270,000 active; further: on the % scale 0 is the no-effect control and ±100 the full control effect; nearly all actives have a fitted effect of over 55% in size
# Target sequence (P10636 561-689 P618L limits assumed): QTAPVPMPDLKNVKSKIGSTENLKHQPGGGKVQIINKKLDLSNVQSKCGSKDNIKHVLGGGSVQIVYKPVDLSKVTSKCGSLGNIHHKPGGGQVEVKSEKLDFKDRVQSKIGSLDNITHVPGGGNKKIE
#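 Using a mix of unlabeled (15 uM) and Alexa 594-labeled (0.24 uM) tau K18 P301L, heparin-triggered fibrillization over 6 hr at 37 C was scored by ThT fluorescence.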
# ALDH1A1 inh: qHTS Assay for Inhibitors of Aldehyde Dehydrogenase 1 (ALDH1A1); AID 1030, 2008; Aldehyde dehydrogenase 1A1 (Homo sapiens), P00352; Purified ALDH1A1, NADH fluorescence, propionaldehyde substrate; Potency, µM (top dose mostly 75.3 µM), inactives show at the top dose activity, negative = inhibition, actives largely listed as inhibitors; 7.3% of 220,000 active; active means well fitted inhibition curve with a large enough effect, not every such curve was filed as active; inconclusive means small, poorly fitted or top-dose-only effect, or another doubt; inactive means no such curve, though single readings can be large or run the other way;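 further: plate controls were no enzyme wells and a reference inhibitor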
# Target sequence (P00352 whole entry, looked up): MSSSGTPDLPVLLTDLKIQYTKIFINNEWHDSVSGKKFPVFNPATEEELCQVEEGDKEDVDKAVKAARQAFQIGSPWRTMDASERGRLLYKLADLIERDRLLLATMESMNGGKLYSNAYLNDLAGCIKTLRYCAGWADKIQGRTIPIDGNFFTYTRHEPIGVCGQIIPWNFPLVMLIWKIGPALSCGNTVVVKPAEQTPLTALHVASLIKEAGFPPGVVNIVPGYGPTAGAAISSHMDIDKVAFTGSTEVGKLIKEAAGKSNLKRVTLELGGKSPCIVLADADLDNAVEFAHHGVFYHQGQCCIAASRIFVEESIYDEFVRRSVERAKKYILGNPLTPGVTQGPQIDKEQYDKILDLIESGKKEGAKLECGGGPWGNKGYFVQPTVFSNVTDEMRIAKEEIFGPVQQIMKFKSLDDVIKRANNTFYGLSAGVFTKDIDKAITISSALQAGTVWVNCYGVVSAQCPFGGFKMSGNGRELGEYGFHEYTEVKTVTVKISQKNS
# HTT ATP protect: qHTS Multiplex Assay to Identify Dual Action Probes in a Cell Model of Huntington: Cytoprotection (ATP); 0.14% of 230,000 active; Potency, µM (series often up to 56.4 µM), for inactives: cytoprotection (ATP increase), actives largely listed as activators; PC12 HTT-Q103 induced, cytoprotection, ATP luminescence, 40 h;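 further: % of control where 0% means no effect; nearly all actives have a fitted effect of over 45% in size; toxic huntingtin expression switched on by the ecdysone agonist tebufenozide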
#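 PC12 cells with ecdysone-inducible HTT exon 1 Q103-GFP, induced with 100 nM tebufenozide and co-treated with library compounds in a dose series (1536-well, 1500 cells/well). Cytoprotection read as ATP content by ATPlite luminescence.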
# HTT aggregate: qHTS Multiplex Assay to Identify Dual Action Probes in a Cell Model of Huntington: Aggregate Formation (GFP). PC12 HttQ103-GFP aggregates, Acumen cytometry, 40 h. Potency, µM (top dose mostly 46.1 µM), for inactives: at the highest dose activity change, negative = inhibition, hits mostly inhibitors. 1.1% of 220,000 active; further: on the % scale 0 is the no-effect control and ±100 the full control effect; nearly all actives have a fitted effect of over 60% in size
#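 Ecdysone-promoter PC12 model expressing HTT exon 1 Q103 fused to GFP, induced by tebufenozide at 100 nM final. Compounds titrated; aggregates sized 1–25 µm scored on a 488 nm laser cytometer.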
# Tau fluor cs: Counterscreen qHTS for Inhibitors of Tau Fibril Formation, Fluorescence Polarization; Potency, µM (series often up to 57.7 µM), for inactives: at the highest dose activity change, negative = decrease; 0.93% of 280,000 active; tau K18 P301L (four-repeat tau fragment) Alexa594 fluorescence, heparin fibrillization; AID 1463, 2008; further: on the % scale 0 is the no-effect control and ±100 the full control effect; nearly all actives have a fitted effect of over 55% in size
#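 Human K18 P301L tau (15 uM unlabeled plus 0.24 uM Alexa 594-labeled, final) in 100 mM sodium acetate pH 7 was mixed with compound and 20 uM heparin and incubated 6 hr at 37 C.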
# KDM4E inh: qHTS Assay for Inhibitors of Human Jumonji Domain Containing 2E (JMJD2E) | Lysine-specific demethylase 4E (Homo sapiens), B2RXH2 | JMJD2E catalytic domain, FDH-coupled NADH fluorescence (FDH is formaldehyde dehydrogenase) | Potency, µM (top dose mostly 57.1 µM), without a hit: top-dose activity change, negative = inhibition, actives largely listed as inhibitors | 1.6% of 230,000 active | AID 2147, 2009; active means well fitted inhibition curve with a large enough effect, not every such curve was filed as active; inconclusive means small, poorly fitted or top-dose-only effect, or another doubt; inactive means no such curve, though single readings can be large or run the other way;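 further: 0% = wells with enzyme and -100% = buffer wells without enzyme; nearly all actives have a fitted effect of over 50% in size; many of its hits are not listed in these tables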
# Target sequence (B2RXH2 1-337 limits assumed): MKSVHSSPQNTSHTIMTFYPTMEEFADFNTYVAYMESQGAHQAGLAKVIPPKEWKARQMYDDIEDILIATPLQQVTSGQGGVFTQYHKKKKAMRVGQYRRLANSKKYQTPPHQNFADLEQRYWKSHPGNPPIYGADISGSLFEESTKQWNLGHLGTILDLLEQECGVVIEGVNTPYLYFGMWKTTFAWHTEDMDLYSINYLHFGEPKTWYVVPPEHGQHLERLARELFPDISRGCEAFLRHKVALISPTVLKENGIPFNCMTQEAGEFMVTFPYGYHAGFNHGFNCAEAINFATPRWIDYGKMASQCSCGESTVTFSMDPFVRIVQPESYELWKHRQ
# Tau fibril FP: qHTS for Inhibitors of Tau Fibril Formation, Fluorescence Polarization | AID 1468, 2008 | 0.39% of 280,000 active | Potency, µM (series often up to 57.7 µM), for the others: at the highest dose activity, negative = inhibition, hits mostly inhibitors | K18 P301L tau heparin fibrillization, Alexa594 FP, 6 h; further: on the % scale 0 is the no-effect control and ±100 the full control effect; nearly all actives have a fitted effect of over 55% in size
#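 FP of Alexa 594-tau after heparin (20 uM) induction. Substrate: human K18 P301L, 15 uM unlabeled, 0.24 uM labeled. Buffer 100 mM sodium acetate pH 7. 6 hr, 37 C.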
# SMN2 splice enh: qHTS Assay for Enhancers of SMN2 Splice Variant Expression; Potency, µM (highest dose often 46.1 µM), without a hit: at the top dose activity change, positive = activation, most hits filed as activators; 2.8% of 210,000 active; HEK293 SMN2-luciferase splicing reporter, luminescence, 30-36 h; further: % of control where 0% means no effect; nearly all actives have a fitted effect of over 55% in size
#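 HEK293 cells carry an SMN2 […]–luciferase reporter in which exon 7 inclusion puts luciferase in frame. Cells were plated 10-12 h before compound addition, then incubated 30-36 h at 37C. ONE-Glo luminescence was read; sodium butyrate at 4.5 mM final served as control.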
# Active calls of the source: *; ? = inconclusive; . = no result given; [ ] = another dose, or the depositor's remark. Unless noted, the call rests on the fitted dose curve; in most records, active means well fitted curve in the direction sought with a large enough effect; inconclusive means small, poorly fitted or top-dose-only effect, or another doubt; inactive means no such curve, though single readings can be large; an effect the other way counts as inactive or inconclusive. Potency means the concentration at half of the fitted maximal effect.
structure | Tau fibril FP | HTT ATP protect | Tau fluor cs | Tau fibril ThT | SMN2 splice enh | ALDH1A1 inh | HTT aggregate | KDM4E inh
O=C(COC(=O)c1ccc(Br)cc1)NCc1ccc(F)cc1 | -5.3% | ? | -9.9% | 0.7% | 16.6% | 2.6% | -10.8% | -1.2%
CCn1c(C(=O)N2CCCC(C(=O)N3CCN(c4ccccc4)CC3)C2)cc2sccc21 (stereo not given) | 2.5% | . | -26.1% | ? | -22.8% | . | . | .
CCC(C)n1c(SCC(=O)NCCc2ccc(S(N)(=O)=O)cc2)nc2ccsc2c1=O (stereo not given) | -13.0% | . | -12.9% | -9.0% | -30.1% | ? | 0.6% | -0.2%
COc1ccc(-c2cc(C(=O)Nc3c(C)nn(Cc4ccc(F)cc4)c3C)no2)cc1OC | 3.2% | . | -4.6% | -2.5% | -10.7% | . | . | .
CCOC(=O)N1CCN(C(=O)CN(c2ccccc2F)S(=O)(=O)c2ccc(C)cc2)CC1 | 6.6% | . | 0.2% | 3.4% | -12.2% | . | . | .
Cc1cccc(C)c1OCC(O)Cn1nnc2ccccc21 (stereo not given) | 2.3% | 3.1% | -2.6% | -2.5% | -5.8% | 2.9% | -4.7% | 12.2%
CC(NC(=O)Cn1cc(C(F)(F)F)ccc1=O)c1ccc(F)cc1 (stereo not given) | -12.6% | -27.4% | -2.4% | 4.0% | 5.3% | 0.1% | -16.9% | -10.3%
NNC(=O)c1ccc(COc2ccc3ccccc3c2)o1 | 8.2% | 10.4%[10 µM] | -1.6% | ? | . | . | 4.6%[9.22 µM] | 1.7%
CN1CCN(C(=O)c2cc(-c3ccccc3)on2)CC1 | 1.3% | -4.6% | -1.1% | -3.8% | ? | 3.0% | 3.7% | 7.7%
CNc1nc(OCCNC(=O)Nc2ccccc2)nc(N2CCOCC2)n1 | -3.7% | -3.1%[10 µM] | -8.0% | ? | -21.5% | 0.8% | 2.0% | 16.3%
Cn1ncc2c(Nc3ccc(O)cc3)nc(Cl)nc21 | 14.1% | 12.3%[10 µM] | -17.1% | -13.6% | . | -0.3% | -0.6%[9.22 µM] | -7.0%
COc1ccc(OCC(=O)N/N=C(\C)c2cc3ccccc3o2)cc1 | -5.9% | 13.9%[10 µM] | -6.2% | ? | 26.8% | 6.8% | 11.1% | ?
CCOC(=O)C1=C(N)Oc2cc(O)ccc2C1c1cccc([N+](=O)[O-])c1 (stereo not given) | ? | . | ? | ? | -17.2% | -2.0% | . | 3.6%
CCN(CC)CCSc1nnc2c3cc(C)ccc3n(Cc3ccccc3)c2n1 | -2.5% | -1.9%[10 µM] | -12.7% | -9.7% | . | . | 14.2%[9.22 µM] | -2.7%
CCn1c(COc2ccccc2)nnc1SCC(=O)NCc1ccco1 | 0.5% | . | -1.2% | -5.8% | -7.1% | 12.4% | . | 11.5%
CC(=O)N(C)c1ccc(NC(=O)C(F)(F)F)cc1 | ? | -5.9%[10 µM] | -7.9% | -4.1% | 3.1% | 9.4% | 2.7% | 6.2%
CCOC(=O)c1nn(-c2ccc3c(c2)OCCO3)cc1O | -0.7% | -93.6%[inhibitor] | -2.9% | -10.7% | ? | ? | -0.5% | ?
CCOC(=O)c1cn(CC)c2cc(F)c(F)cc2c1=O | -4.4% | -8.9%[10 µM] | -10.1% | -6.4% | . | . | -10.6%[9.22 µM] | -1.6%
CCOC(=O)c1c(C)n(C)c2c(C)cc(O)c(OC(=O)CC)c12 | 8.1% | -8.1% | 4.7% | 5.5% | -7.3% | 7.2% | 6.0% | 4.3%
C=C(C)CSc1nnc(-c2ccc(OC)c(OC)c2)n1N | -11.5% | -9.2%[0.074 µM] | -3.8% | ? | -11.0% | -9.6% | -2.7% | -1.1%
C=CCn1c(=O)c2c(nc(-c3ccccc3)n2C)n(C)c1=O | -11.5% | -5.5% | -4.9% | -1.6% | 1.4% | ? | . | .
CC(C)(C)C(=O)NC(=S)Nc1cccc(C(=O)O)c1 | -4.8% | 18.7%[10 µM] | -0.1% | 5.6% | . | ? | 9.1%[9.22 µM] | -15.6%
O=C(CCCC(=O)NCC1CCCO1)NCC1CCCO1 (stereo not given) | 3.5% | -10.8% | 5.3% | -1.2% | 1.6% | 3.3% | -9.7% | 5.4%
O=C(Nc1cccc(O)c1)c1cnn2cccnc12 | 1.0% | -55.5%[inhibitor] | -7.7% | -10.2% | ? | -0.6% | 5.8% | -0.4%
CCCC1CC(C)(C(=O)CSc2n[nH]c(-c3ccccc3)n2)OC1=O (stereo not given) | -14.3% | -4.7% | -15.0% | -4.4% | -41.0%[inhibitor] | 10µM* | 16.9% | -13.1%
CCc1ccc2c(CC(=O)Nc3nnc(C4CC4)s3)coc2c1 | -8.3% | -19.3% | -16.8% | -7.0% | 8.0% | 2.4% | 16.1% | -1.7%
Cc1nnc2c3ccccc3nc(Nc3ccccc3C(=O)O)n12 | -0.4% | . | -10.7% | ? | -1.8% | . | . | .
CC(=O)C1=C(C)OC(N)=C(C#N)C1c1cc([N+](=O)[O-])ccc1Cl (stereo not given) | ? | 18.7%[10 µM] | ? | ? | . | -15.8% | 7.9%[9.22 µM] | -9.0%
COc1cc(NC(=O)c2ccnnc2)cc(C(=O)Nc2cccc(C(F)(F)F)c2)c1 | ? | 11.6%[10 µM] | ? | -5.0% | . | . | -37.1%[9.22 µM] | -24.0%
O=C(Nc1ccc(F)cc1)C(c1ccccc1)N1CCN(S(=O)(=O)c2ccccc2)CC1 (stereo not given) | -8.9% | -20.0%[10 µM] | -18.8% | -1.7% | 7.4% | 10µM* | ? | -4.1%
O=C1CNC(=O)/C1=C/c1ccc(Br)cc1 | 0.0% | 26.9%[10 µM] | -11.6% | -16.2% | . | . | 11.7%[9.22 µM] | -21.9%
Cc1nc2ccccn2c1P(=Nc1ccccc1)(N(C)C)N(C)C | -5.9% | -13.2% | -3.8% | -5.6% | -12.8% | 9.6% | 9.2% | ?
CNC(=O)C1CC(=O)N(Cc2ccccc2)C(=Nc2ccc(OC)cc2)S1 (stereo not given) | 2.1% | -9.1% | -11.4% | -7.0% | 13.8% | ? | 15.7% | -1.9%
CCc1[nH]nc(C(=O)N2CCCC(CCC(=O)N3CCN(c4ccccn4)CC3)C2)c1C (stereo not given) | -4.2% | 8.8%[10 µM] | -2.0% | 3.7% | . | ? | 23.0%[9.22 µM] | -4.4%
COCC(=O)N1CCN(c2cccc(Cl)c2)CC1 | -0.5% | -4.3%[10 µM] | -2.6% | 0.3% | 15.1% | 10.7% | 22.4% | -3.1%
CCOC(=O)CCSc1nc(-c2ccc3c(c2)OCO3)cc(C(F)(F)F)c1C#N | 1.2% | -19.8% | -8.3% | -8.5% | -16.8% | ? | -2.1% | 1.1%
C[C@@H](CN1C2=NC[C@H](Cc3ccc(O)cc3)N2C[C@H]1Cc1ccc(O)cc1)NC(=O)CCC1CCCCC1 | 2.6% | -6.6%[10 µM] | -2.0% | 3.6% | . | ? | -7.4%[9.22 µM] | 8.9%
c1ccc(-c2ccc(OCCCn3cncn3)cc2)cc1 | -2.7% | -14.5% | -16.8% | ? | -6.8% | -11.5% | 0.8% | ?
CCn1c(=O)c(C(=O)CN(C)Cc2ccc(F)cc2)c(N)n(Cc2ccccc2)c1=O | 0.4% | -24.4% | -3.1% | 2.4% | -7.9% | -8.1% | -15.9% | 2.5%
O=C(O)c1cc(N2C(=O)C3CCCCC3C2=O)ccc1NCc1cccnc1 (stereo not given) | -7.7% | 14.3%[10 µM] | -11.2% | -12.0% | . | -47.8% | 13.9%[9.22 µM] | ?
COc1ccc(-c2csc(N(Cc3ccco3)C(=O)c3cccs3)n2)cc1 | 1.1% | -14.8%[10 µM] | 2.6% | . | . | . | -3.1%[9.22 µM] | ?
Cn1c(N)c(C(=O)COC(=O)C2(c3ccccc3F)CCCC2)c(=O)n(C)c1=O | ? | 20.7%[10 µM] | -28.3% | -7.5% | -22.3% | -4.7% | -4.3% | 4.5%
O=C(COc1ccccc1)NCC(=O)NC1=NCCS1 | -0.8% | 6.3% | -0.7% | -1.1% | -3.4% | 9.2% | -13.8% | -3.1%
Cc1cc(C)cc(NC2=C(c3ccccc3)C(=O)c3ccccc32)c1 | 4.5% | . | 7.94µM*[quencher] | ? | -3.3% | . | . | .
CCCNC(=S)N(Cc1ccccc1)Cc1nc2ccccc2c(=O)[nH]1 | 2.5% | 25.5%[10 µM] | -24.5% | -11.4% | 7.6% | ? | 4.6% | ?
O=C(NNC(=S)Nc1ccccc1)C1CC1 | 1.7% | 2.7% | -3.6% | -4.4% | -3.1% | 4.3% | 17.8% | 9.1%
CC(C)Sc1nc2c(c(=O)[nH]c(=O)n2C)n1Cc1ccc(Cl)cc1 | -0.7% | -17.8%[10 µM] | 1.2% | -3.8% | 9.9% | 35.5µM* | -8.0%[9.22 µM] | -4.5%
CSc1cc(-c2ccccc2)n(Cc2c(Cl)cccc2Cl)c(=O)c1C#N | -3.1% | -19.1% | -14.8% | -4.6% | -29.4% | 6.8% | 8.5% | 0.1%
COc1ccccc1N1CCN(C2=Nc3cccc4cccc2c34)CC1 | 0.7% | -137.3%[inhibitor] | -19.4% | ? | . | 6.5% | -35.7% | -5.2%
N=C1/C(=C/c2cccn2Cc2ccc(F)cc2)C(=O)N=C2SC=CN12 | -12.2% | -15.2% | -19.5% | 0.5% | 9.4% | -3.2% | 0.0141µM* | -7.8%
CCCCCc1cc(O)c2c(C)cc(=O)oc2c1 | -2.5% | -9.1%[10 µM] | -5.5% | -4.6% | -69.5%[inhibitor] | 1.78µM* | 25.1µM* | -3.7%
COc1ccccc1OCCNS(=O)(=O)c1ccc2oc3ccccc3c2c1 | -13.4% | 5.8%[1.9 µM] | ? | -10.5% | -10.2% | -6.3% | ? | ?

# An excerpt (hit frequency here may not be typical).
